ARNT TACC3 PPI: disruptors of ARNT/TACC3 protein interaction, primary screen, biochemical, AlphaScreen, single concentration; inhibition, % at 9.99 µM; AID 623870, 2012; AlphaScreen His-ARNT PAS-B/GST-TACC3 binding, luminescence; TACC3 fragment carries E629A point mutation; hit rate 0.66% among 390,000; Transforming acidic coiled-coil-containing protein 3 (Homo sapiens), Q9Y6A5;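 active = mean inhibition of replicates at least 50% and at least half of replicates each reaching 50%; inconclusive = half or more replicates reach 50% but mean below 50%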;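 note: 0% = complete ARNT plus TACC3 wells and 100% = ARNT alone without TACC3; many hits fall short of the cut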
DENV2 CPE rescue: inhibitors of DENV2 cytopathic effect, primary screen, cell-based, plate reader, single concentration. CPE inhibition, % at 9.99 µM. AID 651640, 2012. DENV2-infected cells, cytopathic effect rescue. hit rate 1.7% among 350,000; in the data active = CPE inhibition above about 20%, passing the limit was not always enough; inconclusive = no clear call, values can overlap the other calls; tested in BHK-21 cells;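 note: 0% = median of neutral control wells and 100% = median of positive control wells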
CASP6 VEID inh: human caspase-6 inhibitors, primary screen, biochemical, VEID-R110 fluorescence, single point, set 2. inhibition, % at 12.5 µM. purified caspase-6, Z-VEID-R110 cleavage fluorescence. hit rate 0.53% among 350,000. P55212;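 active = mean inhibition across replicates at least about 35%, with every replicate also reaching that limit, limit read from the data; inconclusive = only one of the two criteria met; inactive = neither criterion met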;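 note: 0% = median of neutral control wells and 100% = no fluorescence left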
Target sequence (P55212 24-179 limits assumed): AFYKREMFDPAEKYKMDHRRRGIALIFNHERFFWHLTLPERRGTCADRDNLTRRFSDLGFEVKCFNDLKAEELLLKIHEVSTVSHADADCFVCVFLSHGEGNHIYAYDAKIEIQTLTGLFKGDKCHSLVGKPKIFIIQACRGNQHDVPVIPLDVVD
Target sequence (P55212 194-293 limits assumed): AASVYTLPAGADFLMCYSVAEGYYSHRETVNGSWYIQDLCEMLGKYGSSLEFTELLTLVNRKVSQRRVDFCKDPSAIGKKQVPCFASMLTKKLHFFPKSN
PAX8 reporter: inhibitors of PAX8-driven TPO luciferase reporter, primary screen, RMG-I cells, single concentration; inhibition, % at 12.6 µM; hit rate 1.2% among 360,000; SteadyGlo, 24 h;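 active = mean replicate inhibition at least 60% with every replicate also reaching 60%; inconclusive = only one of the two criteria is met; inactive = mean below 60% and not all replicates reaching 60%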;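 note: luciferase light reporting Pax8 driven TPO promoter activity; plate controls were median of neutral control wells for no effect and mitoxantrone controls for full effect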
LGR2 antag: inhibitors of bursicon-induced LGR2 CRE-luciferase signal, primary screen, cell-based, HEK293, CRE-luciferase reporter, bursicon stimulation | Drosophila bursicon receptor LGR2 (rickets) | bursicon-stimulated, 4 h | inhibition, % at 9.99 µM | hit rate 0.35% among 380,000 | AID 720647, 2013;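 active = drop in luminescence signal, shown as inhibition above about 50% in the replicate tests, limit read from the data, passing the limit was not always enough; inconclusive = probably only some replicates passing the limit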;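 note: agonist challenge used bursicon conditioned medium at about half maximal strength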
SIRT5 inh: SIRT5 desuccinylase inhibitors, primary screen, biochemical, fluorescence imaging, single point, set 5. NAD-dependent protein deacylase sirtuin-5, mitochondrial (Homo sapiens), Q9NXA8. Purified SirT5, succinyl-peptide AMC, trypsin-coupled fluorescence. inhibition, % at 15 µM. hit rate 1.1% among 330,000. AID 652115, 2013; in the data active = inhibition above about 15%; inconclusive = no clear call, values can overlap the other calls
Target sequence (Q9NXA8 whole entry, looked up): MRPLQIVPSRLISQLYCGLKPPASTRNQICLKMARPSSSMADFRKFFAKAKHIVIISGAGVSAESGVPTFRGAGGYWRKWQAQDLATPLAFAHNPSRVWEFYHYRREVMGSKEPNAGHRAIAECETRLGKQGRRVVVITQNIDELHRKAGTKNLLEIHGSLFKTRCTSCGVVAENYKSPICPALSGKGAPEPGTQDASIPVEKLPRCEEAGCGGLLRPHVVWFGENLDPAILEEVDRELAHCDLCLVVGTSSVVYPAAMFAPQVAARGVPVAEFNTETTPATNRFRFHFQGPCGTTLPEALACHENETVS
EWS-Fli block: EWS/Fli-driven NR0B1 reporter inhibitors, primary screen, A673 cells, NR0B1 luciferase, luminescence, MLPCN library | viability-normalised | inhibition, % at 12.6 µM | hit rate 0.67% among 350,000;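 active = mean inhibition of at least 50% after viability correction, with every replicate also passing that limit; inconclusive = mean reaches 50% but only one of two replicates passes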;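 note: firefly luciferase signal divided by Alamar Blue viability fluorescence both relative to DMSO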
* marks the source's active call; other numbers are inactive results; & = joins results of further samples.

CCCCn1cnc2c(=S)nc(N)[nH]c21 was read as ARNT TACC3 PPI -2, DENV2 CPE rescue 5, CASP6 VEID inh -6, PAX8 reporter 5, LGR2 antag 8, SIRT5 inh 1 and EWS-Fli block -3.
`Cc1ccc(S(=O)(=O)Nc2ccc3c(c2)C(=O)N([C@H](C)CO)C[C@H](C)[C@H](CN(C)S(=O)(=O)c2ccc(F)cc2)OCCCC[C@H](C)O3)cc1` gave ARNT TACC3 PPI 21, DENV2 CPE rescue -2, CASP6 VEID inh 2, PAX8 reporter 68*, LGR2 antag 6, SIRT5 inh 17* and EWS-Fli block 16.
`O=C(CCc1nnc2ccc(NCc3ccco3)nn12)Nc1cc(F)ccc1F` gave ARNT TACC3 PPI 9, DENV2 CPE rescue 0, CASP6 VEID inh 9, PAX8 reporter 11, LGR2 antag 0, SIRT5 inh 0 and EWS-Fli block 14.
`Cc1ccccc1NC(=O)/C(C#N)=C/c1ccc(-c2ccc(Cl)c(C(=O)O)c2)o1` gave ARNT TACC3 PPI 13, DENV2 CPE rescue -2, CASP6 VEID inh 11, PAX8 reporter -10, LGR2 antag -48, SIRT5 inh 5 and EWS-Fli block -22.
For O=C(O)c1ccc(N2C(=O)CSC2=S)cc1 the results were ARNT TACC3 PPI 2, DENV2 CPE rescue 0, CASP6 VEID inh 10, PAX8 reporter 18, LGR2 antag 26, SIRT5 inh -1 and EWS-Fli block 4.
Screening CC(C)CC#Cc1cnc2c(c1)C(=O)N([C@@H](C)CO)C[C@H](C)[C@@H](CN(C)Cc1ccccc1)O2 returned ARNT TACC3 PPI 0, DENV2 CPE rescue 13, CASP6 VEID inh 3, LGR2 antag -2, SIRT5 inh 5 and EWS-Fli block 25.
For Cc1ccc(NC(=O)Cn2c(=O)c3cccn3c3ccccc32)c(Cl)c1 the results were DENV2 CPE rescue 2, CASP6 VEID inh 0, PAX8 reporter 22, LGR2 antag -7 and SIRT5 inh -1.
Screening CCN(CC)C(=O)C1=C(C)N(Cc2ccc(F)cc2)C(=O)C(CC(=O)NCCCN(C)C)C1 (centres undefined) returned DENV2 CPE rescue 10, CASP6 VEID inh -68, PAX8 reporter -4, LGR2 antag -4, SIRT5 inh -3 and EWS-Fli block -5.
`COc1ccc(N/C(=C2\CCCC2=O)C2CCCCC2)cc1` gave ARNT TACC3 PPI -2, DENV2 CPE rescue -3, CASP6 VEID inh -1, PAX8 reporter -8, LGR2 antag -4, SIRT5 inh 4 and EWS-Fli block 3.
Screening COc1cccc(/C=C/C(=O)Nc2ccc(N3CCOCC3)cc2)c1OC returned ARNT TACC3 PPI -3, DENV2 CPE rescue 1, CASP6 VEID inh 2, PAX8 reporter -37, LGR2 antag 3, SIRT5 inh -3 and EWS-Fli block -35.
CCC(=O)c1ccc(OC)c(OC)c1OCc1ccccc1 was read as ARNT TACC3 PPI -6, DENV2 CPE rescue 10, CASP6 VEID inh -3, PAX8 reporter -2, LGR2 antag 3 and EWS-Fli block -5.
For O=C(c1ccccc1NS(=O)(=O)c1ccc(F)cc1)N1CCOCC1 the results were ARNT TACC3 PPI -2, DENV2 CPE rescue -6, CASP6 VEID inh -4, PAX8 reporter 14, LGR2 antag 3, SIRT5 inh -2 and EWS-Fli block 10.
For CC1CCc2[nH]c3ccc(C(=O)N(C)CC(=O)Nc4cccc(F)c4)cc3c2C1 (centres undefined) the results were ARNT TACC3 PPI -5, DENV2 CPE rescue -2, CASP6 VEID inh -4, PAX8 reporter -13, LGR2 antag 6, SIRT5 inh 0 and EWS-Fli block -35.
`COC(=O)c1cccc(NC(=O)CC2C(=O)NCCN2C(=O)Nc2cc(C)cc(C)c2)c1` (centres undefined) gave ARNT TACC3 PPI 5, DENV2 CPE rescue -6, CASP6 VEID inh 2, PAX8 reporter -2, LGR2 antag -9, SIRT5 inh -1 and EWS-Fli block 5.
Cc1cc(S(=O)(=O)NC(C)c2nnc3ccccn23)ccc1Br (centres undefined) was read as ARNT TACC3 PPI -14, DENV2 CPE rescue 7, CASP6 VEID inh 0, PAX8 reporter -4, LGR2 antag 1, SIRT5 inh 0 and EWS-Fli block -1.
`COc1ccc(S(=O)(=O)N(C)C[C@H]2OCCCC[C@H](C)Oc3ccc(NS(=O)(=O)c4ccc(F)cc4)cc3C(=O)N([C@@H](C)CO)C[C@@H]2C)cc1` gave ARNT TACC3 PPI -10, DENV2 CPE rescue 0, CASP6 VEID inh 3, PAX8 reporter 75*, LGR2 antag 0, SIRT5 inh 20* and EWS-Fli block 13.
Screening CCOC(=O)C1=C(C)NC(C)=C(C(=O)OCC)C1C(=O)OCC(=O)N1c2ccccc2CC1C (centres undefined) returned ARNT TACC3 PPI -4&3, DENV2 CPE rescue -5, CASP6 VEID inh -2&1, PAX8 reporter 22&43, LGR2 antag 18, SIRT5 inh 3 and EWS-Fli block 4.
`COc1ccc(-c2[nH]ncc2CNC(C)c2ccccc2Cl)cc1F` (centres undefined) gave ARNT TACC3 PPI -2, DENV2 CPE rescue 3, CASP6 VEID inh 0, PAX8 reporter -7, LGR2 antag 5, SIRT5 inh -4 and EWS-Fli block 3.
For [N-]=C=C1C(=S)NC(=O)[C@H]([n+]2ccccc2)[C@H]1c1ccc(Cl)cc1 the results were ARNT TACC3 PPI -4, DENV2 CPE rescue 0, CASP6 VEID inh 24, PAX8 reporter 2, SIRT5 inh 34* and EWS-Fli block 9.
Screening COc1cccc(C(=O)Nc2ccc3c(c2)C(=O)N(C)[C@@H]2CC[C@@H](CC(=O)NCc4ccc(F)cc4)O[C@H]2CO3)c1 returned ARNT TACC3 PPI 3, PAX8 reporter 4, LGR2 antag 19 and EWS-Fli block 0.
COc1ccc(CNS(=O)(=O)c2cc(Br)ccc2Br)c(OC)c1 was read as DENV2 CPE rescue -1, CASP6 VEID inh 2, PAX8 reporter 7, LGR2 antag -1, SIRT5 inh -6 and EWS-Fli block -1.
For COCC(=O)N1C[C@H](C)[C@H](OC)CN(C)C(=O)c2ccc(NC(=O)C3CCC3)cc2OC[C@H]1C the results were ARNT TACC3 PPI -4, DENV2 CPE rescue 0, LGR2 antag 5, SIRT5 inh 2 and EWS-Fli block 3.
`CCOC(=O)c1ccc(NS(=O)(=O)c2c(C)n[nH]c2C)cc1` gave ARNT TACC3 PPI 2, DENV2 CPE rescue 1, CASP6 VEID inh 2, PAX8 reporter 10, LGR2 antag 11, SIRT5 inh 0 and EWS-Fli block 2.
`CCN(CC(=O)Nc1ccc(N2CCOCC2)cc1)C(=O)c1ccc(C(F)(F)F)cc1` gave ARNT TACC3 PPI -8, DENV2 CPE rescue 10, CASP6 VEID inh -2, PAX8 reporter 20, LGR2 antag 18, SIRT5 inh 1 and EWS-Fli block 9.
O=C(COc1ccc(Cl)cc1Cl)NNC(=O)c1cccnc1 was read as ARNT TACC3 PPI -3, DENV2 CPE rescue 7, CASP6 VEID inh 2, PAX8 reporter -15, LGR2 antag 0 and EWS-Fli block -30.
For COc1ccc(NC(=O)N(C)C[C@@H]2Oc3ccc(NC(=O)Cc4cn(C)c5ccccc45)cc3C(=O)N([C@@H](C)CO)C[C@H]2C)cc1 the results were ARNT TACC3 PPI 4, DENV2 CPE rescue inconclusive, CASP6 VEID inh -1, LGR2 antag -14, SIRT5 inh 4 and EWS-Fli block -3.
For CCn1cc(CN2CCC(n3nccc3NC(=O)Cc3ccccc3)CC2)c(C)n1 the results were ARNT TACC3 PPI -21, DENV2 CPE rescue -7, CASP6 VEID inh -4, PAX8 reporter 0, LGR2 antag 28, SIRT5 inh 1 and EWS-Fli block 1.
Screening O=[N+]([O-])c1ccc(Nc2cccc3c2[nH]c2c(-c4ccccc4)nccc23)c([N+](=O)[O-])c1 returned ARNT TACC3 PPI 0, DENV2 CPE rescue 7, CASP6 VEID inh -1, PAX8 reporter 9 and EWS-Fli block 0.
For NC(=S)N=Nc1c(O)[nH]c2ccccc12 the results were ARNT TACC3 PPI 31, PAX8 reporter 8 and LGR2 antag -15.
Screening CC(C)(C)c1ccc(-n2ncc3c2CCCC3NC(=O)C2=NNC(=O)CC2)cc1 (centres undefined) returned ARNT TACC3 PPI 26, DENV2 CPE rescue -9, CASP6 VEID inh 1, PAX8 reporter 9, LGR2 antag 7 and SIRT5 inh -3.
`N#C[C@H]1[C@@H](c2ccc(C#Cc3cccc(F)c3)cc2)[C@@H](CO)N1C(=O)C1CCOCC1` gave ARNT TACC3 PPI 3, DENV2 CPE rescue -3, CASP6 VEID inh -1, PAX8 reporter -7, LGR2 antag 3, SIRT5 inh -1 and EWS-Fli block -6.
`CCN(CC)c1ccc(CNc2nc3ccccc3n2CCN2CCOCC2)cc1` gave ARNT TACC3 PPI 12, DENV2 CPE rescue -6, CASP6 VEID inh -3, PAX8 reporter 19, LGR2 antag 4, SIRT5 inh -2 and EWS-Fli block 14.
CCCC(=O)Nc1ccc2c(c1)C(=O)N(C)C[C@@H](OC)[C@@H](C)CN(C(=O)CC1CC1)[C@H](C)CO2 was read as ARNT TACC3 PPI -2, DENV2 CPE rescue -8, CASP6 VEID inh 2, PAX8 reporter -12, LGR2 antag 2, SIRT5 inh 1 and EWS-Fli block 0.
Screening C[C@@H]1CN([C@@H](C)CO)S(=O)(=O)c2ccc(-c3cccc(C(=O)N(C)C)c3)cc2O[C@H]1CN(C)C(=O)Cc1ccccn1 returned ARNT TACC3 PPI -4, DENV2 CPE rescue 2, CASP6 VEID inh 4, LGR2 antag -6, SIRT5 inh -11 and EWS-Fli block -30.
Screening O=C(N/N=C/c1cccc([N+](=O)[O-])c1)C1COc2ccccc2O1 (centres undefined) returned ARNT TACC3 PPI 5, DENV2 CPE rescue -3, CASP6 VEID inh 2, PAX8 reporter -8, LGR2 antag 1, SIRT5 inh 5 and EWS-Fli block -3.
For CCOC(=O)c1c(C)[nH]c(C(=O)COC(=O)CNS(=O)(=O)c2ccc(C)cc2)c1C the results were ARNT TACC3 PPI -6, DENV2 CPE rescue -6, CASP6 VEID inh 2, PAX8 reporter 3, LGR2 antag 3, SIRT5 inh 5 and EWS-Fli block 3.
Screening COc1cc(C(C)=O)ccc1OCc1cc(C(=O)N2CCSCC2)no1 returned ARNT TACC3 PPI -11, DENV2 CPE rescue -7, CASP6 VEID inh 0, PAX8 reporter -8, LGR2 antag -23, SIRT5 inh 1 and EWS-Fli block -21.
C[C@H]1CN([C@@H](C)CO)C(=O)c2cc(N(C)C)ccc2O[C@@H]1CN(C)S(=O)(=O)c1ccccc1 was read as ARNT TACC3 PPI -3, DENV2 CPE rescue 4, CASP6 VEID inh 0, PAX8 reporter -2, LGR2 antag 0, SIRT5 inh 8 and EWS-Fli block -5.
Screening Cc1ccc2nc(SCC(=O)Nc3nonc3N)[nH]c2c1 returned ARNT TACC3 PPI 1, DENV2 CPE rescue -2, CASP6 VEID inh 3, PAX8 reporter -25, LGR2 antag 14, SIRT5 inh 0 and EWS-Fli block 6.
For CNC(=O)C[C@H]1C(=O)N(c2ccccc2)C[C@@H]1Cc1ccccc1 the results were DENV2 CPE rescue -7, CASP6 VEID inh 1, PAX8 reporter -9, LGR2 antag -30, SIRT5 inh 0 and EWS-Fli block 3.
`CC(NC(=O)NC1CCCCC1)C(c1cccs1)N1CCN(C)CC1` (centres undefined) gave ARNT TACC3 PPI -2, DENV2 CPE rescue 2, CASP6 VEID inh -6, PAX8 reporter -17, LGR2 antag -22, SIRT5 inh -3 and EWS-Fli block -3.

Screens deposited in PubChem by Broad Institute.
